Screens (PubChem)
Epigenetic derep: Quantitative High-Throughput Screen for Regulators of Epigenetic Control. murine LDR cells, GFP reporter derepression, 30 h. Potency, µM (doses to about 53.9 µM), without a hit: at the highest dose GFP activation, hits mostly activators. 280,000 tested, 0.2% active. AID 1865, 2009; active means well fitted activation curve with a large enough effect; inconclusive means small, poorly fitted or top-dose-only effect; further: % of control where 0% means no effect; nearly all actives have a fitted effect of over 60% in size
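GFP-positive cell count by laser-scanning cytometry (objects 20–120 um) after 30 h, 37 C compound exposure of murine LDR cells; reporter is CMV-GFP integrated at a silenced locus, inducible by HDAC or DNMT inhibitors.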
Numbers without * were called inactive; ? = inconclusive. Potency means the concentration at half of the fitted maximal effect. Some of the compounds tested, so the mix of outcomes need not match the whole.

Epigenetic derep	SMILES
-3.0%	Cc1ccc2c(=O)cc(C(=O)Nc3ccc(S(=O)(=O)N4CCCCC4C)cc3)oc2c1C (stereo not given)
1.1%	CCN(CC)CCCNC(=O)c1cn(C)c2ccc(S(=O)(=O)N3CCOCC3)cc2c1=O
-1.1%	Cc1ccc(NC(=O)C(Cc2ccccc2)NS(=O)(=O)c2ccc3c(c2)c(=O)n(C)c(=O)n3C)c(C)c1 (stereo not given)
0.8%	CCCN(CCC)S(=O)(=O)c1ccc(C(=O)N2CCn3c4c(c5cc(C)ccc53)CCCC42)cc1 (stereo not given)
1.4%	Cc1nn(-c2ccccc2)c(-n2cccc2)c1C(=O)NCCc1ccc(Cl)cc1
10%	Cc1cccc(NC(=O)c2ccc(-c3nc(CSc4ccccc4)c(C)o3)cc2)c1C
-1.1%	CCc1ccc(NC(=O)[C@H](Cc2ccccc2)N2Cc3ccccc3C2=O)cc1
-0.9%	CCCCCNC(=O)C1CCC(Cn2c(=O)c3sccc3n(CC(=O)NCc3cccc(OC)c3OC)c2=O)CC1 (stereo not given)
-2.1%	CCOC(=O)c1c(C)[nH]c(C)c1S(=O)(=O)NCC(=O)NCc1cccc(C)c1
-0.1%	CCOC(=O)c1c(-c2ccccc2)oc2ccc(N(C(C)=O)S(=O)(=O)c3ccc(C)cc3)cc12
6.9%	CC(=O)c1cccc(NC(=O)c2cnn(-c3cccc(C)c3)c2-n2cccc2)c1
9.0%	Cc1csc2nc(COc3ccccc3NC(=O)c3ccc(C(C)(C)C)cc3)cc(=O)n12
-3.6%	Clc1cccc(C2=NC(c3cccs3)=Nc3ccc(Br)cc3N2)c1
0.0%	Cc1cc2c(cc3c(=O)n(CC(=O)NCc4ccccc4Br)ncn32)s1
5.2%	COC(=O)c1ccccc1NC(=O)c1nc(SCc2ccccc2C)ncc1Cl
-1.8%	CCOCCCNC(=O)c1cc2c(=O)n3ccccc3nc2s1
-6.1%	CCOc1ccccc1-c1nc(SCC(=O)c2ccc(OC)c(Br)c2)n[nH]1
-0.8%	Cc1cccc(C(=O)Nc2ccc3oc(-c4cccc5c(Br)cccc45)nc3c2)c1
-0.8%	Cc1ccc(C(=O)Nc2cc3cc(Cl)ccc3oc2=O)cc1
3.3%	Nc1nc(SCC(=O)Nc2cccc(C(F)(F)F)c2)n[nH]1

(cont.)
Epigenetic derep	SMILES
-1.1%	CC(=O)NCCNC(=O)c1ccc2c(=O)n(CCc3ccccc3)c(=O)[nH]c2c1
-1.6%	COc1ccc(C)cc1N(CC(=O)N1CCC(C)CC1)S(=O)(=O)c1ccc(C)cc1
-2.1%	Cc1cc(C)c2c(n1)SCC(=O)N2CC(=O)Nc1c(C)cccc1C
-1.1%	CCOC(=O)c1c(NC(=O)C(C)Sc2cn(CCNC(=O)c3ccccc3OC)c3ccccc23)sc2c1CCC2 (stereo not given)
0.0%	COc1cc(Cl)c(C)cc1NC(=O)c1sc2nc(C)cc(C)c2c1N
5.3%	Cc1ccc(CNC(=O)CCCn2c(=O)c3ccccc3n(CC(=O)Nc3ccc(C)c(C)c3)c2=O)cc1
-2.4%	Cc1ccccc1-c1noc(-c2ccc(N3CCCC3)c([N+](=O)[O-])c2)n1
13%	O=C(C1CCC(CNS(=O)(=O)c2ccc(Br)s2)CC1)N1CCN(c2ccccc2)CC1 (stereo not given)
-0.8%	Cc1ccc(-n2c(=O)c3c(c4cc(C)ccc4n3C)n(CC(=O)c3ccc(Cl)cc3)c2=O)cc1
-0.8%	CCCCC(CC)CNC(=O)CCCc1nnc2n(CCC)c(=O)c3sccc3n12 (stereo not given)
6.2%	CCOc1ccc(C(=O)Nc2cc(-c3nc4cc(OC)ccc4o3)ccc2C)cc1[N+](=O)[O-]
-1.1%	CCN(C(=O)COc1cc(=O)n(C)c2ccccc12)c1cccc(C(F)(F)F)c1
14%	COc1ccc(Cn2c(=O)[nH]c3cc(C(=O)N4CCN(c5cccc(OC)c5)CC4)ccc3c2=O)cc1
-0.7%	COc1ccc(Cl)cc1NC(=O)CSC1=Nc2ccccc2C2=NC(CCC(=O)NCc3ccco3)C(=O)N12 (stereo not given)
-1.1%	COc1cccc(NC(=O)CCc2c(C)nc3ncnn3c2C)c1
-2.9%	COc1ccc(-c2noc(-c3ccc(NC4CCCCC4)c([N+](=O)[O-])c3)n2)cc1
-1.1%	Cc1ccc(S(=O)(=O)N2CCOCC2)cc1C(=O)Nc1ccccc1C(=O)O
3.0%	N#Cc1ccc(-c2cccs2)nc1SCC(=O)Nc1cccc(C(F)(F)F)c1
1.3%	COc1ccc(NC(=O)c2ccc(CNS(=O)(=O)c3ccc4c(c3)C(C)(C)C(=O)N4C)cc2)cc1
-1.7%	CC(=O)c1ccc(NC(=O)c2cc3sccc3n2Cc2ccc(Cl)cc2)cc1

The last seven records of the part above lead into the next.
Epigenetic derep	SMILES
-0.7%	COc1ccc(Cl)cc1NC(=O)CSC1=Nc2ccccc2C2=NC(CCC(=O)NCc3ccco3)C(=O)N12 (stereo not given)
-1.1%	COc1cccc(NC(=O)CCc2c(C)nc3ncnn3c2C)c1
-2.9%	COc1ccc(-c2noc(-c3ccc(NC4CCCCC4)c([N+](=O)[O-])c3)n2)cc1
-1.1%	Cc1ccc(S(=O)(=O)N2CCOCC2)cc1C(=O)Nc1ccccc1C(=O)O
3.0%	N#Cc1ccc(-c2cccs2)nc1SCC(=O)Nc1cccc(C(F)(F)F)c1
1.3%	COc1ccc(NC(=O)c2ccc(CNS(=O)(=O)c3ccc4c(c3)C(C)(C)C(=O)N4C)cc2)cc1
-1.7%	CC(=O)c1ccc(NC(=O)c2cc3sccc3n2Cc2ccc(Cl)cc2)cc1
0.9%	Cc1ccc(C(CC(=O)Nc2cc(C)cc(C)c2)N2Cc3ccccc3C2=O)cc1 (stereo not given)
-2.0%	CCc1ccccc1NC(=O)Cn1c(=O)n(CCc2ccccc2)c(=O)c2sc3ccccc3c21
-1.9%	O=C(Nc1ccccc1)c1cccc2c(=O)c3c([nH]c12)CCCC3
-0.1%	CCc1ccc(C2c3c(oc4cc(C)c(C)cc4c3=O)C(=O)N2c2nc(C)c(C(=O)OC)s2)cc1 (stereo not given)
-4.2%	Cc1ccc(-c2noc(-c3cccnc3NCc3ccc(Cl)cc3)n2)cc1
1.3%	Cc1ccc(-c2noc(-c3ccc(N4CCCC4)c([N+](=O)[O-])c3)n2)cc1
-4.0%	COc1ccc(CNC(=O)c2ccc3c(c2)N(Cc2ccccc2)CCS3)cc1
0.0%	CCOC(=O)c1cc(NC(=O)c2ccc(F)cc2)c(=O)n2c1oc1ccc(Cl)cc12
4.7%	COC(=O)c1ccccc1NC(=O)c1nc(S(=O)(=O)Cc2ccccc2F)ncc1Cl
1.0%	COc1ccc(CCNS(=O)(=O)c2ccc3c(c2)c(=O)n(C)c(=O)n3C)cc1OC
1.1%	CCSc1ncc(Cl)c(C(=O)Nc2c(C(=O)c3ccccc3)oc3ccccc23)n1
0.0%	COc1cc(OC)cc(C(=O)Nc2ccc3nc4c(c(Nc5ccc(OC)c(OC)c5)c3c2)CCCC4)c1
4.1%	COc1ccc2c(c1)c1c(c(=O)n(CCc3ccccc3)c(=O)n1Cc1cccc(C)c1)n2C
-1.1%	O=C(CSc1cn(CCNC(=O)c2c(F)cccc2F)c2ccccc12)Nc1ccc(F)cc1
-4.2%	CCOC(=O)c1cnc2cc(Cl)c(OC)cc2c1Nc1ccc(Br)cc1C
1.2%	Cc1nc(SCC(=O)Nc2ccc(Br)cc2)[nH]c(=O)c1Cc1ccccc1
5.9%	COc1ccc(C2CC(=O)c3c([nH]c(C(=O)OC4CCC(C)CC4)c3C)C2)cc1OC (stereo not given)
2.9%	Cc1c(Cl)cccc1NC(=O)Cn1cc(C(=O)c2cccs2)c2ccccc21
14%	COc1ccc2oc(=O)c(C(=O)N3CCN(c4cc(Cl)ccc4Cl)CC3)cc2c1
4.4%	COc1cc(NC(=O)CCc2c(C)nc3c4c(C)cc(C)nc4nn3c2C)cc(OC)c1

Next entries follow:
Epigenetic derep	SMILES
-2.9%	CCOC(=O)C1(C)C=C(Nc2cccc(C(=O)O)c2)C(=O)N1c1cccc(C(=O)O)c1 (stereo not given)
0.0%	N#Cc1ccc(NC(=O)COCc2cc(-c3ccc(F)cc3)on2)cc1
1.0%	CCOCCCNC(=O)C(c1ccc(C)cc1)N(Cc1ccc2c(c1)OCO2)C(=O)c1ccc(NC(C)=O)cc1 (stereo not given)
-2.0%	Cc1nnc(N2CCN(c3cccc(C(F)(F)F)c3)CC2)c2c1nnn2Cc1ccccc1
-1.6%	O=C(Cn1c(=O)c2cccn2c2cccnc21)NCc1cccc(F)c1
-1.9%	CCCCN1C(=O)c2[nH]nc(-c3ccccc3O)c2C1c1cc(Br)c(O)c(OC)c1 (stereo not given)
-0.8%	CCOc1ccc(C(=O)Nc2ccc3oc(-c4ccc(C)cc4C)nc3c2)cc1Br
-0.7%	O=C(Nc1c(O)c2ccccc2oc1=O)c1ccccc1Cl
0.0%	Nc1cc(=O)nc(SCC(=O)Nc2ccc(F)cc2)n1-c1ccccc1Cl
-0.6%	COc1ccccc1CNc1ccc(-c2nc(C(C)C)no2)cc1[N+](=O)[O-]
0.8%	O=C(NCCCN1CCN(c2ccccc2F)CC1)c1cc2c(s1)-c1ccccc1OC2
-4.9%	Cc1cc(C)cc(NC(=O)Cn2nnc(C(=O)Nc3cc(C)cc(C)c3)c2N)c1
3.7%	Cc1ccc(O)c(-c2n[nH]c3c2C(c2ccccc2F)N(Cc2ccco2)C3=O)c1 (stereo not given)
-1.8%	Cc1nnc(SCC(=O)NCc2ccc(N(C)C)cc2)c2nn(-c3ccccc3)c(C)c12
?	CCOc1ccc(NC(=O)Cn2cc(S(=O)(=O)c3ccc(C)cc3)c(=O)c3cc(F)ccc32)cc1
-1.7%	CCc1noc2nc(C)n(CC(=O)O)c(=O)c12
-1.7%	COC(=O)COc1ccc2oc(-c3ccc(OC)cc3)cc(=O)c2c1
4.2%	COc1cc(OC)c(NC(=O)c2ccc(-n3cnc4cccnc43)cc2)cc1Cl
0.0%	COc1ccc(NC(=O)Cn2nnc3sc4c(c3c2=O)CCCC4)cc1
-0.3%	CCOC(=O)C1CCCN(C(=O)c2ccc3c(c2)N(Cc2ccccc2)C(=O)c2ccccc2S3(=O)=O)C1 (stereo not given)

Part of the list above, with tabs:
compound	Epigenetic derep
CCOC(=O)C1(C)C=C(Nc2cccc(C(=O)O)c2)C(=O)N1c1cccc(C(=O)O)c1 (stereo not given)	-2.9%
COC(=O)c1ccccc1NC(=O)c1nc(SCc2ccccc2C)ncc1Cl	5.2%
COc1ccc(Cl)cc1NC(=O)CSC1=Nc2ccccc2C2=NC(CCC(=O)NCc3ccco3)C(=O)N12 (stereo not given)	-0.7%
CCCN(CCC)S(=O)(=O)c1ccc(C(=O)N2CCn3c4c(c5cc(C)ccc53)CCCC42)cc1 (stereo not given)	0.8%

Next results:
Epigenetic derep	SMILES
1.6%	COc1ccc(NC(=O)CSC2=Nc3ccccc3C3=NC(CCC(=O)NCc4ccc(F)cc4)C(=O)N23)cc1Cl (stereo not given)
-1.9%	COc1cccc(CNC(=O)c2cc3cccc4c3n2CC(C)S4)c1OC (stereo not given)
-0.8%	Cn1c(=O)c2c(nc(CN3CCN(c4ccccc4F)CC3)n2Cc2ccc(F)cc2)n(C)c1=O
4.1%	COCCCNC(=O)c1ccc(Cn2c(=O)c3ccccc3n(CC(N)=O)c2=O)cc1
2.5%	O=C(Cn1c(=O)c2ccccc2n(CC(=O)Nc2ccc(Cl)cc2)c1=O)NCCc1ccccc1
0.0%	COC(=O)c1ccccc1NC(=O)Cn1ncc2c(C)n(Cc3ccc(F)cc3)c(C)c2c1=O
-1.4%	Cc1ccc2c(c1)cc1c(=O)n(Cc3cccc(Cl)c3)nc(C)n12
-3.0%	O=C(Nc1nc2nc(-c3ccccc3)cc(=O)n2[nH]1)c1ccc(Cl)cc1
-1.9%	COC(=O)c1c(Oc2ccc(OC)cc2)nnc(-c2ccccc2)c1-c1ccccc1
-0.1%	O=C(CCn1c(=O)c2cccn2c2cccnc21)NCc1ccccc1Br
-0.8%	N#C/C(=C\c1ccccc1)c1nc(-c2cc3c(ccc4ccccc43)oc2=O)cs1
0.0%	Cc1ccc(C)c(NC(=O)CC2NCCNC2=O)c1 (stereo not given)
0.8%	CCCCOc1ccccc1C(=O)N(Cc1cccc(F)c1)C1CCS(=O)(=O)C1 (stereo not given)
-2.2%	C=Cc1ccc(Cn2c(C(=O)O)c(CNC3CCCC3)c3ccc(C)cc32)cc1
?	Cc1cccc(-c2cc(-c3ccccc3)nc(SCC(=O)Nc3ccccc3)c2C#N)c1
0.0%	COc1cccc(CCNC(=O)c2ccc(Cn3c(SCc4ccccc4)nc4cccnc43)cc2)c1
-0.4%	Cc1ccc(CSc2ncc(Cl)c(C(=O)NCc3ccccc3)n2)cc1
2.4%	CC(Oc1ccccc1)C(=O)Nc1c(C(=O)Nc2cccc(F)c2)oc2ccccc12 (stereo not given)
2.7%	CCOc1cc(CNC(=O)Cn2ncn3c(cc4cc(F)ccc43)c2=O)cc(OCC)c1OCC
0.0%	COc1cc2nc(NCC(C)c3ccccc3)n3nc(-c4ccccc4)nc3c2cc1OC (stereo not given)

(next part)
Epigenetic derep	SMILES
9.0%	COc1ccc(CNC(=O)c2nc(SCc3ccccc3F)ncc2Cl)cc1
0.0%	O=C(NC1CCCCC1)/C(=C/c1ccc(Cl)cc1)NC(=O)c1ccccc1
-2.8%	COc1ccc(Cn2c(=O)c3oc4ccccc4c3n(Cc3cccc(F)c3)c2=O)cc1
0.7%	Cc1nnc(N2CCC(C(=O)NC3CCCCC3)CC2)c2nn(-c3ccc(Cl)cc3)c(C)c12
2.4%	Cc1ccc(-c2nnc(SCC(=O)NCc3ccccc3)o2)cc1
1.0%	CCOc1ccccc1NC(=O)Cn1c(=O)n(-c2cccc(C)c2)c(=O)c2c1c1cc(OC)ccc1n2C
-1.6%	COc1ccc(NC(=O)c2oc3ccccc3c2NC(=O)c2cc(OC)c(OC)c(OC)c2)cc1

2 of these compounds in another layout.
CCOc1ccccc1NC(=O)Cn1c(=O)n(-c2cccc(C)c2)c(=O)c2c1c1cc(OC)ccc1n2C
  Epigenetic derep: 1.0%

COc1ccc(NC(=O)c2oc3ccccc3c2NC(=O)c2cc(OC)c(OC)c(OC)c2)cc1
  Epigenetic derep: -1.6%
